TRHR ag: qHTS for Small Molecule Agonists and Allosteric Enhancers of Human TRH Receptor: Primary Screen for Agonists. TRHR cells, calcium flux fluo-8, FDSS agonist mode. activation, % at 2 µM. 360,000 compounds, 0.18% hits; in the data active = activation above about 30%; also: 0% is about no effect
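TRHR-expressing cells, plated overnight in medium with 10% serum, were loaded with fluo-8 calcium dye at room temperature. After a 10 s baseline, library compound was pin-added and calcium release was recorded kinetically (ex 480/em 530) as agonist response.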
rTrxR1 inhibitor: qHTS Assay for Inhibitors of Mammalian Selenoprotein Thioredoxin Reductase 1 (TrxR1): qHTS; recombinant rTrxR1, NADPH fluorescence consumption, selenite substrate; Potency, µM (doses to about 114 µM), inactives show top-dose activity change, negative = inhibition, actives largely listed as inhibitors; 390,000 compounds, 1% hits; also: potency is read from the fitted curve at half-maximal effect; % is scaled to controls: 0 for no effect and ±100 for the full control effect; nearly all actives have a fitted effect of over 65% in size
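Rat TrxR1 (90 nM in the dispensed reagent) was pre-reduced with 400 uM NADPH for 5 min at room temperature, then incubated with compound for 15 min. After 400 uM selenite was added, NADPH fluorescence (Ex 340/Em 450 nm) was followed for 8 min.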
PI4K2A inh: qHTS for small molecular inhibitors of PI4K2A; 420,000 compounds, 0.13% hits; AID 1346378, 2018; activity change, negative = inhibition, % at 76.9 µM; purified PI4K2A, ADP-Glo luminescence, 1 h; hits give low values; in the data active = activity change below about -50%; inconclusive = mostly about -30% to -49%;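 also: -100% = wells without enzyme as full effect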
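Compounds are screened against recombinant PI4K2A using PI as substrate and ATP, the latter dispensed at 300 microM. Reactions run one hour at ambient temperature before ADP-Glo detection; full inhibition defined by wells lacking enzyme.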
D2 ag: HTS Assay for Allosteric Agonists of the Human D2 Dopamine Receptor: Primary Screen for Agonists; D(2) dopamine receptor (Homo sapiens), P14416; HEK293 T-REx D2 cells, calcium flux agonist mode; activation, % at 2 µM; 340,000 compounds, 0.53% hits; AID 485358, 2010;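 active = activation over 3 SD above normal in the single-dose calcium agonist read, cut at about 30% in these data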; also: 0% is about no effect
Target sequence (P14416 whole entry, looked up): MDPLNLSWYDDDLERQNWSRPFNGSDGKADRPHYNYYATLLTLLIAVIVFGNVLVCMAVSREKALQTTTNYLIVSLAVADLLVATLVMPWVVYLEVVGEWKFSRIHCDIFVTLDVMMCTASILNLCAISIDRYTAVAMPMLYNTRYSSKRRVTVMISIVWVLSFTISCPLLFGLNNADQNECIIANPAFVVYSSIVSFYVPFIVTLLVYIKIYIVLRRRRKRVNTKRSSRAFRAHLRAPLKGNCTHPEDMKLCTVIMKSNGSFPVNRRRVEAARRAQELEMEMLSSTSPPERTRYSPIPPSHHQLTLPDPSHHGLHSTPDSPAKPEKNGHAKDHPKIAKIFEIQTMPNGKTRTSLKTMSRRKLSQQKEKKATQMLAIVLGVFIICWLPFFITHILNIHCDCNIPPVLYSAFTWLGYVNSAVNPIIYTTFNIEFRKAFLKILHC
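In this primary screen, compounds producing a positive calcium signal within 180 s of addition to tetracycline-induced, force-coupled HEK293 Trex D2 cells are flagged; cells are dye-loaded with a no-wash calcium kit beforehand.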
TrxR1 substrate: qHTS Assay for Substrates of Mammalian Selenoprotein Thioredoxin Reductase 1 (TrxR1): qHTS | purified TrxR1 substrate turnover, NADPH consumption readout | Potency, µM (titrated, usually from 114 µM), inactives show top-dose activity change, negative = substrate turnover | 390,000 compounds, 0.01% hits; also: potency is read from the fitted curve at half-maximal effect; % is scaled to controls: 0 for no effect and ±100 for the full control effect; nearly all actives have a fitted effect of over 50% in size
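Rat TrxR1, dispensed at 90 nM, was prereduced with 400 uM NADPH (final) for 5 min at ~22 deg C, then incubated with compound 15 min before 400 uM selenite. A first-read NADPH fluorescence drop versus no-compound background flagged substrates.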
TRHR enhancer: qHTS for Small Molecule Agonists and Allosteric Enhancers of Human TRH Receptor: Primary Screen for Enhancers; 360,000 compounds, 0.66% hits; enhancement, % at 2 µM; TRHR cells, fluo-8 calcium fluorescence, EC20 TRH enhancement; in the data active = enhancement above about 30%; also: 0% is about no effect
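TRHR-expressing cells loaded with fluo-8 calcium dye were read kinetically (ex 480/em 530) during compound addition, then stimulated with an EC20 of TRH (10 nM final). Enhancement of the Gq-mediated intracellular calcium response was scored.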
USP1 inh: Inhibitors of USP1/UAF1: Primary Screen. Ubiquitin carboxyl-terminal hydrolase 1 (Homo sapiens), O94782. recombinant USP1/UAF1, Ub-Rhodamine cleavage fluorescence. Potency, µM (titrated, usually from 57.1 µM), without a hit: at the highest dose activity change, negative = inhibition, most hits filed as inhibitors. 390,000 compounds, 0.23% hits. AID 743255, 2014; also: potency is read from the fitted curve at half-maximal effect; % is scaled to controls: 0 for no effect and ±100 for the full control effect; nearly all actives have a fitted effect of over 60% in size; inactives centre near -12
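1 nM enzyme complex + cpd, 15 min RT; start with Ub-Rho 150nM final; kinetic fluorescence ex 480/em 540, 6 reads q60 s. Buffer 50mM HEPES pH 7.8, 0.5mM EDTA, 0.1 mg/ml BSA, 1mM TCEP, 0.01% Tween-20.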
D2 antagonist: HTS Assay for Allosteric Antagonists of the Human D2 Dopamine Receptor: Primary Screen for Antagonists; HEK293 TREx D2 cells, calcium flux, dopamine EC80; 340,000 compounds, 2% hits; inhibition, % at 10 µM; in the data active = inhibition above about 30%; also: 0% is about no effect
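Calcium flux kinetic readout in an inducible HEK293 TREx D2 line plated overnight at 30 C. After 180 s compound exposure, an EC80 dopamine challenge follows with another 180 s kinetic read to detect antagonism.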
IDH1 R132H inh: qHTS for Inhibitors of mutant isocitrate dehydrogenase 1 (IDH1): qHTS | IDH1-R132H enzyme, NADPH consumption, diaphorase/resazurin fluorescence | Potency, µM (doses to about 76.6 µM), inactives show at the highest dose activity change, negative = inhibition, most hits filed as inhibitors | 390,000 compounds, 0.093% hits; also: potency is read from the fitted curve at half-maximal effect; % is scaled to controls: 0 for no effect and ±100 for the full control effect; nearly all actives have a fitted effect of over 65% in size
Target sequence (O75874 whole entry R132H, stated change not applied): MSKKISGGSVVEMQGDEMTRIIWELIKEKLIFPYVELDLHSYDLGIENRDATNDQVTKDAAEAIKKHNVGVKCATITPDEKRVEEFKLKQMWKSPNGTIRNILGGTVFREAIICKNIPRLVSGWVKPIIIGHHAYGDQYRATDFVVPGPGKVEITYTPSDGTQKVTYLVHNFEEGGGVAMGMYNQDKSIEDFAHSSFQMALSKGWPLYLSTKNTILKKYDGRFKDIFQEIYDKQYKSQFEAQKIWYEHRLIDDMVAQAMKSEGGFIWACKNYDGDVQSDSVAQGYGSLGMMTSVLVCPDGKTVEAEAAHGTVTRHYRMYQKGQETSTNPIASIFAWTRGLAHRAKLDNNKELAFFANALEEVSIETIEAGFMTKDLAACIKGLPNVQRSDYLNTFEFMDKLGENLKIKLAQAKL
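IDH1-R132H (0.5 ug/mL dispensed) in pH 7.5 Tris buffer was preincubated 30 min with compound, then given a substrate mix of 0.016 mM NADPH and 2 mM alpha-KG for 80 min at room temperature; remaining NADPH was read by diaphorase/resazurin fluorescence.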
* hit, by the source's call; ? = inconclusive; nt = no result given; & = joins results of further samples; ! = repeats disagree; [ ] = dose if it differs, or a comment. Unless noted, calls follow the shape of the dose curve; as a rule, active = well fitted inhibition curve with a large enough effect; inconclusive = small, poorly fitted or top-dose-only effect; inactive = no such curve, though single readings can be large or run the other way.

SMILES | TRHR ag | rTrxR1 inhibitor | PI4K2A inh | D2 ag | TrxR1 substrate | TRHR enhancer | USP1 inh | D2 antagonist | IDH1 R132H inh
COc1ccccc1OCc1nc(C#N)c(N2CC(C)CC(C)C2)o1 (configuration not stated) | -0.2 | 35.4% | -2.2 | -0.7 | 2.0% | -9.1 | -0.4% | -6.9 | 11.9%
CCC1Sc2ccc(S(=O)(=O)CCC(=O)Nc3cc(C)ccn3)cc2NC1=O (configuration not stated) | -0.1 | 36.4%[activator] | -1.3 | -0.2 | 5.8% | 5.2 | -19.7% | 11.5 | -8.1%
COc1cccc(NC(=O)C(=O)NCCC2CCCCN2S(=O)(=O)c2cccs2)c1 (configuration not stated) | 0.1 | -4.7% | -6.5 | 0.0 | -13.2% | -9.7 | -10.9% | 1.6 | 1.5%
COc1ccc(-n2c(=O)c3c4c(sc3n(CC(=O)C(C)(C)C)c2=O)CCCC4)c(OC)c1 | 0.4 | 21.3% | -1.1 | nt | 2.2% | 3.5 | 9.0% | nt | -11.5%
COCCCNC(=O)Cn1c(=O)nc(-c2ccccc2)c2ccccc21 | 0.4 | 6.0%[57.1 µM] | -7.1 | nt | 1.7%[57.1 µM] | 4.9 | -17.6% | nt | 3.6%
Cc1ccc([C@@H]2[C@@H]3C(=O)N(C)C(=O)[C@@H]3[C@@H]3C(=O)Nc4ccccc4C(=O)N23)cc1 | 0.6 | 0.3% | 0.0 | 0.8 | -1.6% | -2.0 | 3.8% | 4.4 | -6.5%
CCOc1ccc(CCNS(=O)(=O)c2cc3c(cc2C)NC(=O)CO3)cc1OCC | -0.2 | 10.6%[57.1 µM] | 5.2 | 4.2 | -3.9%[57.1 µM] | 0.1 | -16.1% | -13.4 | 6.5%
CCn1c(-c2ccc(S(=O)(=O)N3CCOCC3)cc2)csc1=Nc1ccc(C)c(Cl)c1 | -0.5 | 0.3% | 3.6 | 0.0 | -1.6% | 18.8 | -13.0% | nt | 2.9%
CC(=O)NC(C)C(=O)OCC(=O)c1ccc(-c2ccccc2)cc1 (configuration not stated) | -0.3 | 26.9%[57.1 µM] | 5.0 | 0.4 | 8.6%[57.1 µM] | -9.3 | -2.5% | -4.9 | -0.4%
COc1ccc(C(C)NC(=O)c2ccccc2Cl)cc1OC (configuration not stated) | 0.4 | 6.4% | 1.7 | 0.2 | 0.3% | -3.5 | -4.2% | 7.5 | 1.2%
CC(=O)Nc1ccc(S(=O)(=O)/N=C2\SCCN2S(=O)(=O)c2ccc(NC(C)=O)cc2)cc1 | 0.0 | 19.3%[57.1 µM] | 2.2 | 0.6 | 13.7%[57.1 µM] | -6.5 | -7.7% | 0.9 | -10.3%
CN(C)S(=O)(=O)c1cccc(NC(=O)c2cc(-c3cccs3)nc3ccccc23)c1 | 0.9 | 8.4% | 15.8 | 1.3 | 42.5%[activator] | 2.0 | -20.6% | -25.3 | -0.1%
Cc1ccc(C(=O)COC(=O)CCc2nc3ccccc3[nH]c2=O)cc1C | -0.5 | -7.3% | 0.2 | -0.2 | -7.0% | 10.7 | -6.7% | 14.9 | 4.1%
CCOC(=O)c1ccc(NC(=O)CN2C(=O)COc3ccc(Cl)cc32)cc1 | 1.5 | 24.5%[11.4 µM] | -1.8 | 0.5 | -4.0% | -5.0 | -14.9% | nt | -3.8%
CC1(C)CC(=O)C(CC2CCCCC2=O)C(=O)C1 (configuration not stated) | 0.5 | -19.6% | 5.9 | 0.1 | -9.5% | 1.4 | -10.2% | 7.3 | -7.4%
Oc1cc2c(cc1CN1CCc3ccccc3C1)OCO2 | 0.0 | ? | -4.1 | 0.4 | 1.6% | -4.0 | -12.5% | 32.6* | -2.0%
O=C(C1CCC1)N1CCc2cc(S(=O)(=O)NCCN3CCN(c4ccccc4F)CC3)ccc21 | 1.9 | -6.5% | 4.9 | 67.8* | -13.7% | 0.3 | -6.4% | 52.7* | -2.0%
O=C(COC(=O)c1ccccc1)c1ccc(Br)cc1 | 0.8 | 27.2% | -1.5 | 0.2 | 9.4% | -6.2 | ? | 8.6 | 7.7%
CC(=O)Oc1ccc(N(C(C)=O)S(=O)(=O)c2ccc(C)c([N+](=O)[O-])c2)cc1 | -0.3 | -0.5% | 4.2 | -1.5 | -2.4% | 15.6 | -1.9% | 7.8 | -1.6%
COc1cccc(-c2cc(C(=O)Nn3cnnc3)c3ccccc3n2)c1 | -0.1 | -18.9% | 0.7 | -0.5 | -7.4% | -5.4 | ? | 3.1 | 8.8%
O=C(NCCN1CCOCC1)c1ccc2c(c1)N(Cc1ccccc1F)C(=O)CS2 | -0.6 | ? | 6.2 | -1.2 | -3.9% | 14.7 | -17.0% | -4.0 | 3.5%
CCOc1ccc(NC(=O)CSc2nc3ccccc3nc2N2CCOCC2)cc1 | -0.5&-0.5 | 6.3%[57.1 µM] | -2.3&0.5 | -0.4&-0.6 | 7.4%[57.1 µM] | 34.2*! | -7.9%&-3.4% | -16.6 | 0.0%&-0.2%
CCOc1cc(S(=O)(=O)NC2CCCC2)ccc1Cl | -0.4 | 4.0%[57.1 µM] | 2.4 | -0.1 | -6.5% | -9.0 | -18.4% | -9.2 | 5.9%
CCCC(=O)N(Cc1cc2cc(C)ccc2[nH]c1=O)c1ccccc1OC | 0.3 | 6.0%[57.1 µM] | -8.4 | 0.6 | 10.4%[57.1 µM] | 0.0 | -5.9% | -7.4 | -1.7%
CC(C)N(CC#CCC(O)(c1ccccc1)C1CCCC1)CCO (configuration not stated) | 0.2 | 5.7% | -1.3 | 0.0 | 7.8% | -7.2 | -12.8% | -27.0 | 2.6%
COc1ccc(N(C(=O)c2ccco2)S(=O)(=O)c2ccccc2)cc1 | -0.8 | 4.8%[57.1 µM] | 4.6 | 0.0 | 4.9%[57.1 µM] | 3.9 | -13.4% | 3.7 | 3.3%
O=C(/C=C/c1cccc([N+](=O)[O-])c1)c1ccc([N+](=O)[O-])o1 | nt | 1.12µM* | -9.4 | nt | -4.7% | nt | ? | nt | ?
NS(=O)(=O)c1cc2c(cc1C(F)(F)F)NCNS2(=O)=O | -1.3 | 19.8% | 2.1&-3.3 | -1.1 | 15.5% | -3.8 | -16.7% | 13.5 | -7.7%
Cc1ccc(S(=O)(=O)CCC(=O)Nc2ccccc2C)cc1 | -0.2 | ? | 8.7 | -0.7 | 0.5% | 1.2 | -12.2% | 3.1 | 4.5%
Cc1ccc(-n2c(O)c(C=Nc3ccc(S(=O)(=O)Nc4ncccn4)cc3)c3ccccc3c2=O)cc1C | 1.2 | -7.4% | 12.9 | 0.5 | 1.6% | 0.8 | -13.3% | -7.9 | -1.7%
COc1ccc(S(N)(=O)=O)cc1N(C)S(=O)(=O)c1ccccc1 | 1.2 | 16.3%[57.1 µM] | -2.5 | 1.1 | 7.7%[57.1 µM] | 0.7 | -3.3% | -4.9 | 4.4%
Cc1ccc(N2C(=O)[C@@H]3[C@H](C2=O)C2c4ccccc4C=NN2[C@@H]3C(=O)c2ccc(Cl)cc2)cc1 (some centres not stated) | 5.0 | 19.2% | -3.3 | 6.9 | 0.6% | 0.0 | -21.3% | -8.9 | 5.9%
O=C1C2CCCCC2C(=O)N1Cc1ccccc1 (configuration not stated) | -0.1 | 4.0%[57.1 µM] | 5.1 | -0.1 | -1.5%[57.1 µM] | -10.5 | -24.8% | -17.7 | 5.6%
Cc1cc(=O)oc2c3c(cc(OCC(=O)N[C@@H](C)C(=O)O)c12)OC(C)(C)CC3 | 0.6 | -19.8% | 1.5 | 0.6 | 500.5%[activator] | -2.5 | -5.1% | -18.6 | -3.4%
CC(=O)c1ccccc1NC(=O)c1ccc2c(c1)NC(=O)C(C)S2 (configuration not stated) | 0.2 | 16.8% | -4.8 | -0.4 | -7.0%[57.1 µM] | 8.6 | -11.5% | 11.5 | -4.5%
O=C(COC(=O)c1cc2ccccc2cc1O)Nc1ccccc1F | nt | 19.2% | -3.3 | nt | 0.9% | nt | -6.9% | nt | -16.0%

Source: PubChem (National Center for Advancing Translational Sciences (NCATS))
